Screening results as filed in PubChem.
GLP-1R inv ag: acts as inverse agonist at human GLP-1 receptor; 410,000 compounds, 1.6% hits; P43220; Potency, µM (doses to about 38.3 µM), inactives show at the top dose activity change, negative = inhibition, actives largely listed as inhibitors; AID 624417; HEK293 GLP-1R CRE-luciferase, luminescence, 24 h; GLP-1R form is constitutively active; note: potency is the fitted concentration of half-maximal effect; % is set by controls: 0 for no effect and ±100 for the full control effect; nearly all actives have a fitted effect of over 55% in size
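Luminescence readout: a drop in cAMP-driven luciferase signal flags inverse agonism at a constitutively active GLP-1R stably expressed in HEK293. Compound exposure lasted 24 hr at 37 deg C, 5% CO2.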
GLP-1R agonist: agonists of human GLP-1 receptor; Potency, µM (doses to about 45.6 µM), for the others: at the top dose activation, usual class: activators; AID 624172; 380,000 compounds, 0.007% hits; HEK293 GLP-1R CRE-luciferase, luminescence, 4-6 h; cells express a hypersensitive GLP-1R form; P43220; note: potency is the fitted concentration of half-maximal effect; % of control where 0% means no effect
PTHR1 ag: agonists of human PTHR1 parathyroid hormone receptor. HEK293 GP2 PTHR1 cells, GloSensor cAMP luminescence, 1 h. 410,000 compounds, 0.075% hits. AID 743266. Potency, µM (top dose mostly 115 µM), inactives show at the top dose activation, usual class: activators. Q03431; note: potency is the fitted concentration of half-maximal effect; nearly all actives have a fitted effect of over 55% in size; some results filed as inactive show a strong effect at the top dose; inactives centre near -15; many of its hits are not listed in these tables
Target sequence (Q03431 whole entry, looked up): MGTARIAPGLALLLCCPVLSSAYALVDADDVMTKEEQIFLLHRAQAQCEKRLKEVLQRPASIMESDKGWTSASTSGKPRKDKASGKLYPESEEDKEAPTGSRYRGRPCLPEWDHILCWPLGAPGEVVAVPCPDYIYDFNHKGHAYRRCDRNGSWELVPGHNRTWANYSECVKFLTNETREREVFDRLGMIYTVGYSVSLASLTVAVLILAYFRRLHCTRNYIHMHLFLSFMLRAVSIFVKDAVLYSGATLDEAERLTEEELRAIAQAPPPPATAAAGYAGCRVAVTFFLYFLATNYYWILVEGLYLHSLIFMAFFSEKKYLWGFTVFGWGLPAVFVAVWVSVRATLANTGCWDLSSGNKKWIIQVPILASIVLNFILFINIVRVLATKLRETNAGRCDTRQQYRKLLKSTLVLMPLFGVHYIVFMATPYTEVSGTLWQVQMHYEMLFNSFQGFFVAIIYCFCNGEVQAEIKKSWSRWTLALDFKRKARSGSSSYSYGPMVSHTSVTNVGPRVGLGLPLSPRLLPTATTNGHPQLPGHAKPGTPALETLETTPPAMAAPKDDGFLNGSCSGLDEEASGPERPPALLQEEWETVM
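HEK-293-derived GP2 cells expressing PTHR1 and a GloSensor cAMP reporter, 3,000/well, plated overnight, given luciferin plus IBMX (each 0.5 mM as added) for 1 h at 37 °C, then compound for 1 h at 37 °C. Luminescence was read after 15 min at room temperature.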
IL2 activator: IL-2 activation; IL-2 activation reporter assay, cell-based qHTS; stimulated with anti-CD3/CD4/CD28 beads; in transgenic mouse T cells; activation, % (series mostly up to about 46 µM); 360,000 compounds, 0.065% hits; AID 652025; in the data active = activation above about 50%; inconclusive = mostly about 30% to 49%; note: 0% is about no effect
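Readout is EGFP and DsRed signal by fluorescent plate cytometry after 18 h at 37 degrees C. Transgenic mouse T cells (750/well) received compound for 60 min before bead stimulation (anti-CD3, anti-CD4, anti-CD28); memory T cells served as non-tolerant control.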
EPAC1 antag: EPAC1 (human) antagonism; O95398; Potency, µM (highest dose often 115 µM), without a hit: at the highest dose activity change, negative = inhibition, actives largely listed as inhibitors; 360,000 compounds, 0.14% hits; EPAC1 GEF assay, Rap1b-BODIPY-GDP exchange fluorescence;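 note: potency is the fitted concentration of half-maximal effect; plate controls were vehicle for no effect and positive control for full effect; nearly all actives have a fitted effect of over 50% in size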
HEK293 tox: cytotoxicity counter-screen for GLP-1 receptor inverse agonists; HEK293 cAMP-luciferase reporter cells, luminescence, 24 h; Potency, µM (titrated, usually from 38.3 µM), inactives show top-dose activity change, negative = inhibition, most hits filed as inhibitors; 410,000 compounds, 0.13% hits; AID 624418;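 note: loss of luciferase light is scored as toxicity; potency is the fitted concentration of half-maximal effect; % is set by controls: 0 for no effect and ±100 for the full control effect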
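A 23 nL compound transfer followed 12 hours of cell culture at 37 deg C; exposure then lasted 24 hr. Luciferase assay detection reagent was dispensed and plates read for luminescence after a 12 min room-temperature wait.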
PI5P4Ka inh: PI5P4K alpha (human) kinase inhibition; P48426; PI5P4Kalpha enzyme, ADP-Glo luminescence, 60 min; stronger effect = lower value; max response, %; 330,000 compounds, 1.2% hits; active = max response of -50% or lower; inconclusive = between -30% and -50%; inactive = -30% or higher; note: value at the top dose of about 77 µM; % is set by controls: 0 for no effect and ±100 for the full control effect
Target sequence (P48426 whole entry, looked up): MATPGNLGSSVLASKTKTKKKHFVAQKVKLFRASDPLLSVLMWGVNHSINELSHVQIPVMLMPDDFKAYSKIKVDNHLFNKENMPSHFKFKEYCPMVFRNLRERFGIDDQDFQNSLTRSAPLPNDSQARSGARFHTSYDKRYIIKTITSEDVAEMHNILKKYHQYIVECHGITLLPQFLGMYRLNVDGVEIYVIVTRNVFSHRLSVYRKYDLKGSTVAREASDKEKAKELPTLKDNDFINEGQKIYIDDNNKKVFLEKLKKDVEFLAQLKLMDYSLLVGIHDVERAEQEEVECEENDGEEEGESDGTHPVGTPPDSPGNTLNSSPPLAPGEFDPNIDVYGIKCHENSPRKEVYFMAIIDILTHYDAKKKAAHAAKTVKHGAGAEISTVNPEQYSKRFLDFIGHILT
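Human PI5P4Kalpha with substrate in 0.038 M HEPES pH 7.4, 0.28 mM EGTA, 0.1% CHAPS, 5% DMSO; reaction started with 5 microM ATP (final), 60 min at room temperature. ADP formed read by ADP-Glo luminescence.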
EPAC1 ag: agonists of human EPAC1 | O95398 | EPAC1 agonist qHTS, biochemical assay; response scale: 100% = response to 6.5 mM cAMP | Potency, µM (titrated, usually from 154 µM), without a hit: at the top dose activation, usual class: activators | 360,000 compounds, 0.073% hits; note: potency is the fitted concentration of half-maximal effect; nearly all actives have a fitted effect of over 60% in size
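Fluorescent GDP-exchange assay: 100 nM EPAC1 with 250 nM Rap1B preloaded with BODIPY-GDP and 50 uM GDP; compounds tested as concentration series, 5 min at room temperature, then read every 5 min for 30 min (ex 480/em 540 nm); normalized to 6.5 mM cAMP.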
PLK1 PBD inh: inhibitors of human PLK1 polo-box domain binding; Potency, µM, without a hit: max response, negative = inhibition, hits mostly inhibitors; 360,000 compounds, 2.8% hits; Plk1 PBD binding of FITC phosphopeptide, fluorescence polarization; P53350; note: potency is the fitted concentration of half-maximal effect; series mostly up to about 57 µM; % is set by controls: 0 for no effect and ±100 for the full control effect; nearly all actives have a fitted effect of over 65% in size
* hit, by the source's call; i = inactive; ? = inconclusive; . = no result given; [ ] = dose if it differs, or a comment. Unless noted, calls come from the whole dose curve; as a rule, active = well fitted curve in the direction sought with a large enough effect; inconclusive = small, poorly fitted or top-dose-only effect, or another doubt; inactive = no such curve, though single readings can be large; an effect the other way counts as inactive or inconclusive.

SMILES	GLP-1R inv ag	GLP-1R agonist	PTHR1 ag	IL2 activator	EPAC1 antag	HEK293 tox	PI5P4Ka inh	EPAC1 ag	PLK1 PBD inh
COc1cc(CCN2C(=O)c3cccc4cccc(c34)C2=O)c(S(=O)(=O)N2CCCCCC2)cc1OC	17%	5%	-14%	0.0	-6%	-3%	3	12%	1%
COc1ccc(S(=O)(=O)N2CCOCC2)cc1NC(=O)c1cccs1	8%	5%	-30%[inhibitor]	-0.1	10%	-2%	-5	-1%	-1%
Cc1cccc(NC(=O)CCc2ccc(N3C(N)=NC(N)=NC3(C)C)cc2)c1	-33%	-7%	i	-2.5	-1%	-21%	10	5%	-3%
O=S(=O)(c1ccc(Cl)cc1)N1CCc2ccccc21	-21%	2%	-31%[inhibitor]	2.1	-2%	-1%	5	20%	28%
O=C(c1cccnc1)N1N=C(C2CCCCC2)CC1(O)C(F)(F)F (stereo not given)	?	16%	-2%	-0.1	1%	-12%	0	-6%	-6%
CCOC(=O)c1c(NC(=O)CNCC(O)CO)sc(C)c1C (stereo not given)	14%	9%	i	0.5	5%	-5%	-5	-7%	-3%
O=C(Oc1csc(=S)n1C(=O)c1ccccc1)c1ccccc1	0%	-9%	i	-3.8	-16%	3%	-75*	-7%	3µM*
Nc1ccc(-n2ccnc2)cc1	10%	-4%	i	0.7	7%	1%	-4	-4%	-1%
CCCCCCCCSc1nnc(-c2ccc(OC)cc2)o1	-2%	-20%	i	-1.0	-24%	8%	40	9%	1%
Cc1cccc(C2=NN(c3ccccc3)[C@H](CO)[C@H]2c2ccccc2)c1	?	2%	-7%	-0.6	-22%	129%[activator]	12	-7%	-3%
COc1cc(/C=N/n2c(C3CCCCC3)n[nH]c2=S)cc(OC)c1O	18%	16%	-9%	-0.5	-12%	6%	-15	7%	-26%
Nc1cc(=O)[nH]c(SCC(=O)N2N=C(c3ccc4ccccc4c3)CC2c2ccccc2)n1 (stereo not given)	1%	27%	i	-2.1	-25%	-18%	-23	10%	0%
Cc1ccccc1CNC(=O)C(=O)NCCC1CCCCN1S(=O)(=O)c1ccccc1 (stereo not given)	?	6%	-39%[inhibitor]	-0.5	-7%	-17%	-2	-11%	3%
O=C(N=C1SC2CS(=O)(=O)CC2N1CCc1ccccc1)C1CCCCC1 (stereo not given)	19%	0%	-4%	0.4	-1%	6%	-4	-6%	6%
Cc1[nH]c(=O)c(C#N)c(C)c1Cc1ccc(Cl)cc1Cl	2%	4%	i	1.2	8%	-6%	3	6%	1%
Fc1ccc(CNc2nc(-c3cccnc3)nc3ccccc23)cc1	?	23%	-67%[inhibitor]	-0.7	?	-6%	-3	-8%	-11%
Clc1cccc2c3c([nH]c12)CCNC3	-24%	-2%	i	1.2	0%	9%	4	0%	2%
COC(=O)COn1c(SCC(=O)OC)nc2ccccc2c1=O	14%	5%	i	0.3	-19%	16%	3	0%	-19%
CC1CCN(CCCCOc2ccc(C(C)(C)C)cc2)CC1	?	-4%	i	-1.9	4%	-24%	1	-11%	0%
COc1ccc(Cc2nnc(NC(=O)C(C)(C)C)s2)cc1	13%	-5%	-4%	-2.0	-3%	-4%	-6	-7%	-2%
O=C(c1ccco1)N1CCN(C(=O)C2CCCO2)CC1 (stereo not given)	-10%	-1%	-22%[57.5 µM]	0.9	10%	-24%	.	3%	-2%
CN(C)S(=O)(=O)c1ccc(NC(=O)Cc2ccc(S(=O)(=O)N3CCOCC3)s2)cc1	7%	8%	i	-0.3	6%	15%	?	2%	-4%
CCCCNC(=O)[C@H](CSCc1ccccc1)N1Cc2ccccc2C1=O	?	6%	-63%[inhibitor]	-0.6	-3%	?	-3	-10%	0%
Cc1[nH]n(-c2ccccc2)c(=O)c1C(c1ccccc1C(=O)O)c1c(C)[nH]n(-c2ccccc2)c1=O	3%	2%	i	-2.7	-15%	4%	2	-5%	-4%
O=C1CCc2cc(S(=O)(=O)NCc3ccc(F)cc3)cc3c2N1CCC3	-18%	16%	-28%	1.2	-30%	-10%	0	8%	-8%
COc1cccc(CNc2ccc(S(=O)(=O)N3CCCC3)cn2)c1	-23%	4%	-3%	1.7	-7%	-10%	2	-7%	-1%
CN(C)c1ccc(C=C2SC(=S)N(Cc3ccco3)C2=O)cc1	-1%	3%	-4%	14	16%	-15%	-16	?	63%[activator]
COc1ccc(-c2nc3ccccc3o2)cc1NC(=O)c1cccnc1	14%	-3%	-14%	.	.	0%	.	.	.
COC(=O)c1cc2sc(Cl)cc2n1CC(=O)Nc1ccc(OC)c(OC)c1OC	-8%	4%	i	-1.2	-15%	-10%	.	-2%	-3%
COc1ccc(-n2c(=O)c3ccccc3n(Cc3ccc(F)cc3Cl)c2=O)cc1OC	21%	-1%	-2%	.	.	1%	.	.	.
CCC(C)n1c(SCC(=O)Nc2cc(C(C)(C)C)nn2-c2ccccc2)nc2ccccc2c1=O (stereo not given)	11µM*	12%	-7%	-2.1	2%	0%	-7	-3%	-1%
C=CCOc1ccc(Br)cc1CNC(C)(C)CO	7%	0%	i	-2.4	1%	-8%	0	-3%	0%
COc1cc(/C=N/n2cnn(Cc3ccccc3Cl)c2=S)cc(OC)c1OC	-8%[7.66 µM]	10%	i	3.2	-12%	-1%[7.66 µM]	-4	2%	?
CCC(=O)c1ccc(OCC(=O)Nc2ccc(N3CCCCC3)cc2)cc1	9%	-5%	-43%	-0.5	1%	-2%	-1	5%	2%
CCc1cc(-c2n[nH]c(=S)n2-c2ccccc2C)cs1	-30%	2%	i	0.9	-6%	?	.	4%	-17%
COc1ccc(OC)c(NC(=O)COC(=O)c2ccc(OC)c(S(=O)(=O)N3CCOCC3)c2)c1	8%	1%	-17%	-0.1	-19%	5%	0	-6%	1%

6 records drawn at random from the list so far:
SMILES	GLP-1R inv ag	GLP-1R agonist	PTHR1 ag	IL2 activator	EPAC1 antag	HEK293 tox	PI5P4Ka inh	EPAC1 ag	PLK1 PBD inh
CC1CCN(CCCCOc2ccc(C(C)(C)C)cc2)CC1	?	-4%	i	-1.9	4%	-24%	1	-11%	0%
CCC(=O)c1ccc(OCC(=O)Nc2ccc(N3CCCCC3)cc2)cc1	9%	-5%	-43%	-0.5	1%	-2%	-1	5%	2%
O=S(=O)(c1ccc(Cl)cc1)N1CCc2ccccc21	-21%	2%	-31%[inhibitor]	2.1	-2%	-1%	5	20%	28%
Nc1ccc(-n2ccnc2)cc1	10%	-4%	i	0.7	7%	1%	-4	-4%	-1%
Nc1cc(=O)[nH]c(SCC(=O)N2N=C(c3ccc4ccccc4c3)CC2c2ccccc2)n1 (stereo not given)	1%	27%	i	-2.1	-25%	-18%	-23	10%	0%
Cc1ccccc1CNC(=O)C(=O)NCCC1CCCCN1S(=O)(=O)c1ccccc1 (stereo not given)	?	6%	-39%[inhibitor]	-0.5	-7%	-17%	-2	-11%	3%

(list continues)
SMILES	GLP-1R inv ag	GLP-1R agonist	PTHR1 ag	IL2 activator	EPAC1 antag	HEK293 tox	PI5P4Ka inh	EPAC1 ag	PLK1 PBD inh
O=C(N/N=C/c1c[nH]c2ccccc12)c1ccn[nH]1	5%	-3%	3%	1.9	0%	-13%	3	-13%	-3%
Cc1cccc(C)c1OCc1cc(C(=O)N2CCN(C3CCCC3)CC2)no1	?	1%	-40%[inhibitor]	-3.9	-14%	-4%	2	-10%	0%
O=C(NCc1ccc(F)cc1)C1CCN(c2cnccn2)CC1	5%	0%	1%	-0.6	-13%	2%	-53*	3%	?
CCC(CC)C(=O)N(C)c1c(C)nc2c(OCc3ccccc3OC)cccn12	-24%	-6%	-23%	0.4	-4%	3%	6	1%	-2%
Nc1nc(N2CCCCC2)nc2ccccc12	0%	5%	i	1.1	-1%	10%	2	2%	-8%
Cc1nc(C)c(-c2csc(Nc3ccccn3)n2)s1	?	17%	-48%[inhibitor]	0.6	9%	-8%	-4	7%	-6%
O=C1CCN(C(=O)Nc2ccccc2)N1	5%	-6%	-6%[57.5 µM]	-0.2	-11%	-5%	.	1%	-3%
Cc1cc(O)c(C(C)C)cc1N=Cc1ccc([N+](=O)[O-])cc1	19%	-1%	-40%	-4.3	16%	29%	3	3%	-23%
CCOc1ccc(-c2nc(CSc3nnc(N)s3)cs2)cc1	19%	10%	-19%[57.5 µM]	1.5	-8%	28%	2	5%	-9%
CC(NC(=O)C1CC1)C(c1cccs1)N1CCN(c2ccccc2)CC1 (stereo not given)	-28%	4%	-24%	-0.3	-7%	-2%	-8	-10%	-3%
COc1cc([N+](=O)[O-])ccc1NC(=S)NCc1ccccn1	-14%	11%	i	-3.4	4%	-16%	3	-1%	-6%
CN(C)Cc1c(C(=O)N/N=C/c2cccc(OCc3c(F)cccc3Cl)c2)nnn1-c1nonc1N	13%	0%	-28%	-4.3	12%	-5%	6	4%	-3%
Cn1c(=O)cc(OCC(=O)NCc2cccs2)c2ccccc21	14%	8%	i	0.1	-1%	-29%	11	2%	2%
COc1cccc(-c2nnn(CC(=O)N(C3CCCCC3)C3CCS(=O)(=O)C3)n2)c1 (stereo not given)	-1%	-5%	-24%	-0.5	2%	?	1	-6%	3%
CCN(C(=O)CSc1nncs1)c1c(N)n(Cc2ccccc2)c(=O)[nH]c1=O	13%	2%	-4%	1.1	1%	-1%	-1	-5%	-5%

Not all compounds are listed. The share of hits here may be higher or lower than overall.
